# Ba/F3 V617F tox: loss of viability in JAK2V617F-driven Ba/F3 cells; inhibition, % at 5.6 µM; Ba/F3 EpoR-JAK2V617F viability, ATP luminescence; 220,000 compounds, 1.1% hits;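 active = inhibition above the campaign mean plus 3 SD over all tested compounds, cut at about 24% in these data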;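 also: cytokine-independent growth of Ba/F3 cells driven by EpoR plus mutant JAK2; 0% = DMSO-treated cells and 100% = JAK inhibitor I control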
# PERK inhibitor: blocks human PERK kinase; Q9NZJ5; CHO PERK-DD fusion, SEAP luminescence translation reporter; inhibition, % at 5.6 µM; 220,000 compounds, 0.17% hits;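 active = inhibition above the mean inhibition of all tested compounds plus 3 SD, set separately per screening campaign, cut at about 2.9% in these data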;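 also: PERK kinase domain activated by AP20187 dimerizer at 100 nM; 0% = DMSO with dimerizer and 100% = rapamycin at 8.4 µM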
# m-calpain inh: inhibitors of pig calpain II. purified calpain II, fluorogenic peptide substrate, 30 min. AID 1236. inhibition, % at 16 µM. 220,000 compounds, 0.37% hits;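 active = inhibition above about 50%, limit read from the data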
# S1P4 ag: agonists of human S1P4 receptor | S1P4-expressing cell line, agonist reporter assay | activation, % at 4.98 µM | 220,000 compounds, 0.35% hits; in the data active = activation above about 11%;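 also: 0% = DMSO vehicle and 100% = reference agonist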
# Target sequence (O95977 whole entry, looked up): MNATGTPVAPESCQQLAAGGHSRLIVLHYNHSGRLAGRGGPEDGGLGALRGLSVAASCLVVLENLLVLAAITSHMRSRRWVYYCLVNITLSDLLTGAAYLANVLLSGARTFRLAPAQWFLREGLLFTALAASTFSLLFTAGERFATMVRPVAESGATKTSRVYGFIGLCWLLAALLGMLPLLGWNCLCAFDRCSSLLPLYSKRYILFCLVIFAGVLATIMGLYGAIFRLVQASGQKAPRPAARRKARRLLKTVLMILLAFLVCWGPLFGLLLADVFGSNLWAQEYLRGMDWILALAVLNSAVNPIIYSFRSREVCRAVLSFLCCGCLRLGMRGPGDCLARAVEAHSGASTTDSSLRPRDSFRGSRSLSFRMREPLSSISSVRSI
# BaF3 parental: counter-screen for JAK2V617F inhibitors: parental Ba/F3 viability inhibitors; CellTiter-Glo ATP luminescence; inhibition, % at 5.6 µM; 220,000 compounds, 1.1% hits; AID 1486;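 active = inhibition above a per-campaign cutoff, the mean inhibition of all tested compounds plus 3 SD, cut at about 27% in these data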;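 also: 0% = DMSO wells and 100% = JAK Inhibitor I control wells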
# EP2 modulator: modulates human prostaglandin E2 receptor EP2 signaling. induction, % at 25 µM. P43116. EP2-expressing cells, cAMP HTRF FRET, PGE2 co-stimulation. 260,000 compounds, 0.83% hits;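 active = compounds whose cAMP rise, as percent of the full-agonist control response, exceeds 60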;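 also: rat C6 glioma line stably carrying human EP2 under a CMV promoter; the protocol text gives 20 µM as final concentration; 100% = response of wells given 1 µM PGE2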
# zfTRPN1 agonist: agonists of zebrafish TRPN1 channel. AID 1424. HEK293 zebrafish TRPN1-YFP, Fluo-8 calcium fluorescence; 100% = response to 87 µM carbachol. activation, % at 3 µM. 220,000 compounds, 0.18% hits;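 active = activation above its plate's cutoff, the mean activation of test wells on that plate plus 3 SD, cut at about 19% in these data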;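 also: 0% = DMSO alone and 100% = 87 µM carbachol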
#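 Material – zebrafish TRPN1-YFP in HEK293 cells · Doses – 3 µM single point · Schedule – dye 1 h 37 °C plus 30 min RT · Signal – Fluo-8 calcium fluorescence, excitation 470-495 nm, emission 515-575 nm · Read-out – % activation versus carbachol response · Control set – carbachol high, DMSO low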
# TRPML3 agonist: human mucolipin-3 channel agonism. Q8TDD5. activation, % at 3 µM. 220,000 compounds, 0.29% hits. HEK293 TRPML3-YFP, Fluo-8 calcium fluorescence; 100% = the carbachol control signal;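 active = activation above its plate's cutoff, the mean activation of the plate's test wells plus 3 SD, cut at about 12% in these data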;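 also: 0% = DMSO only wells and 100% = carbachol wells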
# Target sequence (Q8TDD5 whole entry, looked up): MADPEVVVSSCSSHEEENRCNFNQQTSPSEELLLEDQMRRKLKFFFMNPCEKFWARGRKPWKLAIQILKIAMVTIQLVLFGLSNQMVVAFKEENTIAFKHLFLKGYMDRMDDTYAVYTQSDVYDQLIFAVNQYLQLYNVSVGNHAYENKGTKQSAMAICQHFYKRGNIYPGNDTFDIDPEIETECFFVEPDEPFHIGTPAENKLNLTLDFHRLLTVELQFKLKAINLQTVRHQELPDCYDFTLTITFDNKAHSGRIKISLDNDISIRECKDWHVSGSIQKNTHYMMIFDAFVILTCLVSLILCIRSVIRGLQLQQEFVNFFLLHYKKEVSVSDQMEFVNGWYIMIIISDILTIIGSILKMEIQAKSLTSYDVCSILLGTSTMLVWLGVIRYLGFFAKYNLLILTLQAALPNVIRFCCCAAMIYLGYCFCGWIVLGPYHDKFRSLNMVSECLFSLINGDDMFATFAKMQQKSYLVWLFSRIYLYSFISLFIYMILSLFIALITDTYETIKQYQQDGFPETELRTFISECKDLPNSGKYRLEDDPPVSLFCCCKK
#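 system = HEK293 cells stably carrying human TRPML3-YFP | doses = one concentration, 3 µM nominal, 0.3% DMSO | timing = dye loading 1 h 37 °C then 30 min ambient, 125 s read | detection = Fluo-8 calcium dye fluorescence, ex 470-495, em 515-575 nm | benchmarks = high control carbachol 87 µM, low control DMSO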
# S1P4 antag: blocks the human S1P4 receptor | S1P4-expressing cells, antagonist mode, reporter read-out | inhibition, % at 4.98 µM | 220,000 compounds, 0.26% hits | AID 1510; in the data active = inhibition above about 29%;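 also: 0% = wells stimulated with agonist and 100% = vehicle wells without agonist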
# Active calls of the source: *; x = no result given; & = joins results of further samples.
(1) Cc1ccc(-n2c(SCC(=O)c3c(N)n(C)c(=O)n(C)c3=O)nc3sc4c(c3c2=O)CCCC4)c(C)c1
(2) O=C(Nc1ccncc1)C1c2ccccc2Oc2ccccc21
(3) CC(=O)C1C(c2ccc(C)cc2)c2c(noc2C)CC1(C)O (configuration not stated)
(4) O=C(Oc1ccc([N+](=O)[O-])cc1)c1cc(-c2ccccc2)nc2ccccc12
(5) COc1cc([N+](=O)[O-])cc2cc(C(=O)N3CCCC3)c(=O)oc12
(6) CC1CN(S(=O)(=O)c2cn(C)c(=O)n(C)c2=O)CC(C)O1 (configuration not stated)
(7) CCCCN(C(=N)N1CCCCC1)c1nc(C)c([N+](=O)[O-])c(=O)[nH]1
(8) COc1cc(Cl)c([C@@H]2C[C@H]3CN(c4ccccc4)C(=O)[C@]34CCCN24)cc1OC
entry no.	1	2	3	4	5	6	7	8
Ba/F3 V617F tox	3	-1	-4	1	-1	-3	-3	2
PERK inhibitor	-1.1	-0.1	1.0	0.9	-0.1	2.4	0.0	-0.4
m-calpain inh	-29	21	-19	27	-10	-13	-6	27
S1P4 ag	0.8	-0.1	1.2	0.5	3.0	-2.1	-0.6	2.2
BaF3 parental	2	7	4	0	1	6	6	7
EP2 modulator	12	-6	27	32	2	29	9	7
zfTRPN1 agonist	0.1	2.9	-1.1	0.1	2.2	0.7	0.8	1.8
TRPML3 agonist	0.4	1.1	0.2	0.2	0.1	-0.1	0.7	1.2
S1P4 antag	-24	-5	-14	-28	8	-21	-29	4

# Reprinted from the part before: four entries, followed by the next part.
(5) COc1cc([N+](=O)[O-])cc2cc(C(=O)N3CCCC3)c(=O)oc12
(6) CC1CN(S(=O)(=O)c2cn(C)c(=O)n(C)c2=O)CC(C)O1 (configuration not stated)
(7) CCCCN(C(=N)N1CCCCC1)c1nc(C)c([N+](=O)[O-])c(=O)[nH]1
(8) COc1cc(Cl)c([C@@H]2C[C@H]3CN(c4ccccc4)C(=O)[C@]34CCCN24)cc1OC
(9) C=C(C)CNC(=S)Nc1cccc(N)n1
(10) O=C(c1cc2ccccc2o1)N1CCN=C1SCc1cccc(F)c1
(11) COc1ccc(CC(=O)OCc2cc3cccc(C)c3[nH]c2=O)cc1
(12) O=C1CN(C(=O)c2cccs2)c2ccccc2N1
(13) O=C(COC(=O)c1ccc(Br)o1)NCc1ccco1
(14) O=C(CN(Cc1cccs1)C(=O)CNS(=O)(=O)c1ccccc1)NCc1ccco1
(15) CCCOc1ccc(/C(O)=C2/C(=O)C(=O)N(c3cc(C)on3)C2c2ccc(C(=O)OC)cc2)cc1 (configuration not stated)
(16) COc1ccc(-c2nc(CN3CCCCC3c3nccn3C)c(C)o2)c(C)c1C (configuration not stated)
entry no.	5	6	7	8	9	10	11	12	13	14	15	16
Ba/F3 V617F tox	-1	-3	-3	2	4	1	-3	-3	-3	0	0	0
PERK inhibitor	-0.1	2.4	0.0	-0.4	-0.4	0.9	1.9	-0.1	1.2	-0.2	-0.1	-0.5
m-calpain inh	-10	-13	-6	27	18	-16	-4	-17	x	-16	-89	23
S1P4 ag	3.0	-2.1	-0.6	2.2	-1.6	0.9	0.8	-0.8	2.6	0.0	-1.8	3.2
BaF3 parental	1	6	6	7	2	4	2	0	-4	4	5	6
EP2 modulator	2	29	9	7	-26	34	1	4	x	17&-7	18	-5
zfTRPN1 agonist	2.2	0.7	0.8	1.8	0.1	0.7	1.1	1.1	0.5	3.2	0.6	-2.0
TRPML3 agonist	0.1	-0.1	0.7	1.2	-0.1	-0.2	0.6	0.3	0.4	-0.8	-0.1	-0.8
S1P4 antag	8	-21	-29	4	-12	9	-6	-10	-7	-4	4	-20

(17) O=S(=O)(c1ccccc1Cl)N1CCCC1c1nc(-c2ccccc2Cl)no1 (configuration not stated)
(18) Cc1nn(-c2ccccc2)c(C)c1/C=N/NC(=O)c1cc(-c2cccc3ccccc23)n[nH]1
(19) COc1ccc(NS(=O)(=O)c2cc(NC(=O)/C=C/c3ccccc3OC)ccc2N2CCCCC2)cc1
(20) Cn1nnnc1SCC(=O)NCc1ccccc1
(21) Cc1cc(C(=O)O)ccc1N/C=C1\CCCC(C)C1=O (configuration not stated)
(22) Cc1ccc(-n2nc(C)cc2NC(=O)CC#N)cc1
(23) COc1ccccc1-n1cnnc1SCC(=O)NCc1cccs1
(24) CCCN1C(=O)/C(=C/c2ccc(C)o2)SC1=Nc1ccc(OCC)cc1
entry no.	17	18	19	20	21	22	23	24
Ba/F3 V617F tox	-3	6	2	0	-1	-1	-2	-3
PERK inhibitor	0.0	-0.6	-0.2	0.5	1.6	0.6	0.0	-0.2
m-calpain inh	21	-63	-51	1	16	10	-11	-7
S1P4 ag	0.9	-0.5	6.5	0.0	1.7	-0.3	-1.1	-1.1
BaF3 parental	1	5	4	4	0	3	3	2
EP2 modulator	25	14	9	38	-29	1	32	-36
zfTRPN1 agonist	2.3	0.4	0.6	-0.2	0.6	-0.7	-0.3	2.5
TRPML3 agonist	2.4	0.0	0.0	1.0	0.8	0.8	0.6	1.0
S1P4 antag	-8	3	-4	1	11	-5	-17	6

(25) CCCn1nnc(NC(=O)/C=C/c2ccc(C(C)C)cc2)n1
(26) Cc1ccc(-c2nn(-c3cccc(F)c3)cc2CN2CCN(c3ccccn3)CC2)o1
(27) COCCOC(=O)c1c(NC(=O)CN2c3ccccc3CC2C)sc(C(N)=O)c1C (configuration not stated)
(28) CC1(C)Cc2c(sc3nn[nH]c(=O)c23)CO1
(29) COc1ccc(S(=O)(=O)Nc2ccc(Cl)cn2)c(C)c1C
(30) O=S(=O)(c1cnccc1N1CCN(/N=C/c2ccc(Cl)cc2)CC1)N1CCCCC1
(31) CSc1ccc(S(=O)(=O)NCc2ccc(Cl)cc2Cl)cc1
(32) OC1(C#CCN2CCCC2)c2ccccc2-c2ccccc21
entry no.	25	26	27	28	29	30	31	32
Ba/F3 V617F tox	-1	-1	-1	1	-2	-1	-2	-2
PERK inhibitor	-0.2	1.1	0.7	-0.4	1.0	1.5	0.5	1.4
m-calpain inh	25	11	-24	4	8	4	34	5
S1P4 ag	0.3	0.6	1.1	1.5	-1.9	-2.0	-1.0	0.2
BaF3 parental	4	4	4	1	5	3	3	-2
EP2 modulator	-4	28	-22	15	11	-31	20	0
zfTRPN1 agonist	0.9	-1.7	-1.5	-0.1	-1.9	-0.9	-0.3	0.4
TRPML3 agonist	-0.1	0.7	-0.8	0.9	0.3	1.0	-0.3	-0.9
S1P4 antag	10	-11	-23	-5	-25	1	-1	10

(33) c1ccc(Nc2nnc(SCc3cccc4ccccc34)s2)cc1
(34) CCN(CC)CCNC(=O)c1c(O)c2cccc3c2n(c1=O)CCC3
(35) Cc1cccc(OCc2nnc(SCc3cc(=O)[nH]c4ccccc34)n2-c2ccccc2)c1
(36) c1ccc(-n2cccc2)c(N2CCCCC2)c1
(37) COCCNC(=O)C(c1cccc(OC)c1)N(C(=O)Cn1nnc2ccccc21)c1cccnc1 (configuration not stated)
(38) O=C(CN1C(=O)NC(c2ccccc2)(c2ccccc2)C1=O)Nc1cccnc1Cl
(39) CC(/C=N/NC(=O)c1cccs1)=C\c1ccco1
(40) CC(C)Cc1nc2oc3c(NCC4CCCO4)ncnc3c2c2c1CCC2 (configuration not stated)
entry no.	33	34	35	36	37	38	39	40
Ba/F3 V617F tox	-4	2	-3	-1	-6	0	-4	-3
PERK inhibitor	0.8	-0.6	-0.5	0.1	1.1	-1.3	1.4	0.1
m-calpain inh	11	-9	11	18	-28	15	-52	-135
S1P4 ag	-0.9	-2.6	1.0	-2.4	-0.6	0.2	-0.4	-2.1
BaF3 parental	2	5	-1	-2	-3	3	0	4
EP2 modulator	-61	5	-9	24	-18	-4	-8	1
zfTRPN1 agonist	0.2	3.8	-0.9	0.3	-0.3	3.9	-1.4	-1.3
TRPML3 agonist	0.8	1.0	0.1	-0.1	0.0	1.1	0.2	-0.9
S1P4 antag	-6	4	-14	4	-2	0	-11	5

(41) CCN(C(=O)COC(=O)c1cc(-c2ccccc2)nc2c1c(C)nn2-c1ccc(C)cc1)C1CCS(=O)(=O)C1 (configuration not stated)
(42) CCOC(=O)c1c(C)c(C(=O)N2CCN(c3ccc(F)cc3)CC2)c(C)n1C
(43) c1ccc(CSc2nnnn2-c2ccc3c(c2)OCCO3)nc1
(44) COC(=O)CSC1=C(C#N)C(c2ccc(C)cc2)C2=C(CCCC2=O)N1 (configuration not stated)
(45) Cc1c(O)ccc2c(CN(C)Cc3ccccc3)cc(=O)oc12
(46) COc1ccccc1C1(CC(=O)N2CCCCC2)CCOC(C(C)C)C1 (configuration not stated)
(47) COc1ccccc1OCc1ccc(C(=O)n2nc(C)c(Cl)c2C)o1
(48) COCCCNC(=O)c1ccc(CS(=O)(=O)c2ccc(OC)cc2)o1
entry no.	41	42	43	44	45	46	47	48
Ba/F3 V617F tox	0	-3	-3	0	-2	-3	-2	-1
PERK inhibitor	0.2	-0.6	-0.1	-0.6	-0.4	-1.2	0.9	1.4
m-calpain inh	-112	24	12	-55	-311	5	1	8
S1P4 ag	0.6	0.0	-1.8	0.9	1.8	0.5	-1.8	-0.4
BaF3 parental	3	1	3	4	2	5	10	-1
EP2 modulator	16	-46	-35&-58	7	-4	14	3	15
zfTRPN1 agonist	0.0	0.0	1.1	-0.3	3.2	-0.1	-2.4	1.0
TRPML3 agonist	0.5	0.9	0.1	-0.1	0.2	14*	0.3	1.0
S1P4 antag	-21	0	-20	0	-18	-2	2	-1

(49) C=C(C)CSc1nnc(-c2cccc(S(=O)(=O)N(C)C)c2)n1-c1cc(OC)ccc1OC
(50) CC1CCN(S(=O)(=O)c2ccc(NC(=O)CCN3C(=O)c4ccccc4C3=O)cc2)CC1
(51) Cc1ccc(SCCC(=O)N2CCC(C)CC2)cc1
(52) C=CCN1C(=O)C(Cc2ccc(SC(F)F)cc2)SC1=Nc1ccc(C(=O)O)cc1 (configuration not stated)
entry no.	49	50	51	52
Ba/F3 V617F tox	3	-5	-5	-3
PERK inhibitor	-0.9	0.4	0.5	0.1
m-calpain inh	-60	43	-7	14
S1P4 ag	1.0	-1.2	3.2	3.0
BaF3 parental	9	2	3	0
EP2 modulator	-1	-11	6	16
zfTRPN1 agonist	-0.9	-1.4	-1.5	0.1
TRPML3 agonist	-0.8	0.9	-0.8	-1.1
S1P4 antag	-15	-10	-11	1

# An excerpt from above in order of number of heavy atoms, highest first:
(17) O=S(=O)(c1ccccc1Cl)N1CCCC1c1nc(-c2ccccc2Cl)no1 (configuration not stated)
(23) COc1ccccc1-n1cnnc1SCC(=O)NCc1cccs1
(21) Cc1cc(C(=O)O)ccc1N/C=C1\CCCC(C)C1=O (configuration not stated)
entry no.	17	23	21
Ba/F3 V617F tox	-3	-2	-1
PERK inhibitor	0.0	0.0	1.6
m-calpain inh	21	-11	16
S1P4 ag	0.9	-1.1	1.7
BaF3 parental	1	3	0
EP2 modulator	25	32	-29
zfTRPN1 agonist	2.3	-0.3	0.6
TRPML3 agonist	2.4	0.6	0.8
S1P4 antag	-8	-17	11

# Screening results: PubChem BioAssay, several laboratories
